# Screening data deposited in PubChem by several laboratories.
# Redox H2O2 prof: compounds producing H2O2 with reducing agent – biochemical, NIH compound library profiling, artefact control for MLSCN library redox annotation, primary screen; actives 0.03% (n = 200,000); activation, % at 10 µM; DTT-dependent redox cycling H2O2, phenol red/HRP absorbance; 100% = 100 µM peroxide control, 0% = buffer;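 active = activation of at least 50% relative to the plate's high and low controls in the primary single-dose screen; inactive = activation below 50%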;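 note: compound incubated with DTT at 0.8 mM final as the reducing agent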
# S1P3 antag: antagonists of human S1P3 receptor. Q99500. actives 0.27% (n = 170,000). inhibition, % at 4.98 µM. AID 485. CHO S1P3 NFAT-BLA reporter, FRET fluorescence, antagonist mode;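 active = inhibition above the plate cutoff, the mean inhibition of test wells on that plate plus 3 SD, cut at about 28% in these data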;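 note: cells challenged with S1P at its EC80 of 0.8 µM; blue over green emission ratio from cleaved BLA substrate after 4 h stimulation; 0% = S1P-stimulated wells and 100% = unstimulated DMSO-only wells; some compounds past the cut are filed as inactive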
# Target sequence (Q99500 whole entry, looked up): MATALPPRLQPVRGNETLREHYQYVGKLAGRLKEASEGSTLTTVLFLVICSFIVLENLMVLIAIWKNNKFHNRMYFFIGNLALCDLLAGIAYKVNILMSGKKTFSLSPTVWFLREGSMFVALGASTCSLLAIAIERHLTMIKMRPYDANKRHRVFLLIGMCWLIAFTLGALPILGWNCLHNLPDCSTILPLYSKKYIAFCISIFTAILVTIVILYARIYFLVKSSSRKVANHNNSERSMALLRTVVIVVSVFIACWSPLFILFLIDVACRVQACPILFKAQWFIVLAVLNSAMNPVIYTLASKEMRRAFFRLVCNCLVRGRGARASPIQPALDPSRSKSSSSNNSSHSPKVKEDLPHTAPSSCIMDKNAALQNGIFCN
# Lmaj promast: Leishmania major promastigote growth inhibition; Leishmania major promastigotes, resazurin fluorescence viability; inhibition, % at 10 µM; actives 9% (n = 200,000); AID 1063; in the data active = inhibition above about 50%;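 note: promastigotes grown with compound for 44 hours at 28 °C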
# PPARg SRC-3 ag: agonists of human PPARgamma SRC-3 coactivator recruitment; actives 0.26% (n = 200,000); biochemical PPARgamma/SRC-3 coactivator recruitment assay; activation, % at 8 µM; AID 731; P37231; in the data active = activation above about 23%;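 note: 0% = DMSO and 100% = reference agonist; some compounds past the cut are filed as inactive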
# TLR4 MyD88 comp: inhibitors of human TLR4-MyD88 binding | inhibition, % at 8.4 µM | actives 0.18% (n = 200,000) | O00206+Q99836 | HeLa CL3-4 TLR4/MyD88 BLA complementation, FRET ratio; in the data active = inhibition above about 25%;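 note: 0% = vehicle and 100% = reference inhibitor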
# PPARg SRC1 recr: agonists of human PPARgamma SRC-1 coactivator recruitment; PPARgamma-SRC-1 coactivator recruitment biochemical assay; activation, % at 8 µM; actives 0.41% (n = 200,000); AID 631; in the data active = activation above about 19%;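 note: 0% = DMSO and 100% = reference agonist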
# PPARg SRC-2 ag: agonists of SRC-2 recruitment by human PPARgamma; actives 0.34% (n = 200,000); activation, % at 8 µM; PPARgamma LBD-SRC-2 recruitment, biochemical; P37231; in the data active = activation above about 22%;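 note: 0% = vehicle and 100% = reference agonist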
# ROMK mod: human ROMK K+ channel modulation, primary screen; P48048; Tet-inducible ROMK, thallium flux fluorescence; actives lie on both sides; B-score at 10 µM; actives 2% (n = 130,000);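 active = signal ratio slope over the read window, or its plate-corrected B-score, at least 3 SD from the plate mean, either direction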;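 note: B-score of the F/F0 ratio slope over 7 to 12 s after thallium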
# Target sequence (P48048 whole entry, looked up): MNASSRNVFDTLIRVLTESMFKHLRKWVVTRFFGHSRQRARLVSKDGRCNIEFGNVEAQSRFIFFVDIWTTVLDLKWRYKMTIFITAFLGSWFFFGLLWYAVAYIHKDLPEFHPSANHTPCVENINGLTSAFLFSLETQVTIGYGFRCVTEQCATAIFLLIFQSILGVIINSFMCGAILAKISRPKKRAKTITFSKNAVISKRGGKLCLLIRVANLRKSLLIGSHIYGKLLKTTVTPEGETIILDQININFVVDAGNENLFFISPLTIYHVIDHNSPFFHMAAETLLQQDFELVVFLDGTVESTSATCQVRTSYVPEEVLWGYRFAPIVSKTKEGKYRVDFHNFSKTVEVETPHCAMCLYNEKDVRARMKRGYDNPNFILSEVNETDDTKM
# SRC2 TRFRET art: flags TR-FRET format artefacts in PPARgamma SRC-2 recruitment agonist screen. TR-FRET artefact counter-screen; active compounds read high. actives 0.4% (n = 200,000). TR-FRET ratio at 8 µM; in the data active = TR-FRET ratio above about 2000; note: inactives centre near 1500; reference of the scale not given here
# bIAP inh: intestinal alkaline phosphatase (bovine) inhibition | purified bovine IAP, CDP-star luminescence, 30 min | inhibition, % at 20 µM | 190,000 tested, under 10 active | AID 1019;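 active = over 50% inhibition of intestinal alkaline phosphatase at 20 µM in the single-dose screen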
#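 Incubation: 30 min reaction at room temperature / Material: purified bovine intestinal alkaline phosphatase (IAP) enzyme / Input: enzyme at 1/65,000,000 dilution / Dosing: 20 µM single dose / Signal: CDP-star luminescence signal / Reagent: CDP-star chemiluminescent phosphatase substrate, 30 µM final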
# bIAP activator: increases bovine intestinal alkaline phosphatase activity | purified bovine IAP, CDP-star luminescence, 30 min; active compounds read high; fold of DMSO-control signal, blank-subtracted | activation factor at 20 µM | actives 0.17% (n = 200,000) | AID 1016;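 active = activation factor of 2 or more at 20 µM, a signal rise over negative controls twice the positive control's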
# Starred values were filed as active, the others as inactive; · = not tested or not shown.
molecule	Redox H2O2 prof	S1P3 antag	Lmaj promast	PPARg SRC-3 ag	TLR4 MyD88 comp	PPARg SRC1 recr	PPARg SRC-2 ag	ROMK mod	SRC2 TRFRET art	bIAP inh	bIAP activator
CCOC(=O)[C@H]1NN=C(C(=O)OC)[C@@H]1c1ccccc1	0.1	-15	-5	7	5	9	-1	-0.4	1426	-6	1.1
Cc1ccc(C(=O)NCCOc2cccc3cccnc23)cc1Cl	0.2	-9	-3	-1	-17	-3	1	·	1388	-4	1
CCCCCN(C(=O)CN1CCC(Cc2ccccc2)CC1)c1c(N)n(CCCC)c(=O)[nH]c1=O	-1.8	-15	2	-2	-2	-8	0	-3.2*	1430	-57	1.6
CC(C)N(Cc1ccccc1)C(=O)c1cnc2n(c1=O)CCS2	-0.2	-55	-7	5	-5	3	8	·	1497	5	1
CCOc1ccc(N2C(=O)Nc3ccccc3C2(O)C(=O)NCc2ccc(F)cc2)cc1 (stereo not given)	-0.8	-14	-5	-4	-2	-6	-1	0.38	1481	-2	1
CC1CN(S(=O)(=O)c2ccc(C(=O)Nc3ccc(S(=O)(=O)Nc4ncccn4)cc3)cc2)CC(C)O1 (stereo not given)	-0.5	-9	-7	0	4	3	6	0.39	1651	0	1
CC(=O)c1cc2c(cc1NC(=O)c1c(-c3ccccc3)noc1C)OCO2	4.6	·	-6	9	-4	11	2	·	1573	-4	1
COc1cc(C=O)c(Cl)cc1OCC(N)=O	-0.5	-6	-5	-3	5	0	-2	-0.93	1571	2	1
CS(=O)(=O)N(CC(=O)N1CCCCC1)c1cccc(F)c1	-0.3	3	-5	6	-8	2	-1	-0.31	1553	-3	1
O=C1c2ccccc2C(=O)N1Cc1ccco1	-0.5	17	-3	8	-3	-4	7	0.25	1540	16	0.8
O=Cc1cccn1Cc1ccccc1[N+](=O)[O-]	·	3	31	0	9	12	-5	·	1612	23	0.8
CCCCNS(=O)(=O)c1ccc2nc(SCC(=O)Nc3ccccc3)[nH]c2c1	-0.6	1	-4	6	-7	10	-3	-0.55	1508	4	1
CN(C)/N=C/C=C1\CC/C(=C\c2ccc(Br)cc2)C1=O	0.5	·	77*	9	13	6	-1	-0.26	1593	27	0.7
O=c1c2nnn(-c3cccc(F)c3)c2ncn1Cc1ccccn1	-1.1	-2	-2	2	-13	6	0	0.56	1446	-11	1.1
O=C(O)CCC(=O)NCc1ccc2[nH]c3c(c2c1)CCCC3	-1.2	2	-5	2	3	9	6	·	1626	4	1
COc1cc(CNc2ccc(N3CCN(C(C)=O)CC3)cc2)ccc1OCc1ccc(F)cc1	-0.2	-13	6	8	-4	8	2	0.41	1456	-2	1
CCOC(=O)c1c(NC(=O)CSc2ncccn2)sc2c1CCN(Cc1ccccc1)C2	-0.1	-3	99*	3	-2	0	7	-1.8	1600	-6	1.1
CSc1ccc(-c2c(C#N)c(N)nc3c2CCCC3)cc1	-0.9	15	-2	-1	6	9	-3	0.51	1574	32	0.7
Nn1cnnc1N/N=C\c1ccc(-c2ccccc2[N+](=O)[O-])o1	6.2	7	11	2	3	3	10	-0.83	1566	3	1
O=C(N/N=C/c1cc([N+](=O)[O-])ccc1O)C12CC3CC(CC(C3)C1)C2	0.0	-9	97*	4	-2	7	-1	1.1	1649	-14	1.1
CC1=C(C(N)=O)C(c2ccccc2)n2nc(-c3cccs3)nc2N1 (stereo not given)	-0.4	-16	4	7	-9	-10	-16	·	1341	3	1
Nc1c([N+](=O)[O-])c(=O)sc2ccccc12	-1.4	-10	4	4	0	2	12	-0.92	1591	-9	1.1
COc1ccc(OC)c(NC(=O)C2CCN(c3nc(C)cc(C)n3)CC2)c1	2.1	-33	-2	-8	3	-2	1	·	1479	4	1
Cc1cc(C(=O)Nc2ccccn2)cs1	-0.7	-11	-1	4	1	1	1	·	1652	11	0.9
O=C(COc1ncnc2ccccc12)N1CCN(S(=O)(=O)c2ccccc2)CC1	2.1	-23	-7	7	-2	7	-1	·	1674	4	1

# The list goes on.
molecule	Redox H2O2 prof	S1P3 antag	Lmaj promast	PPARg SRC-3 ag	TLR4 MyD88 comp	PPARg SRC1 recr	PPARg SRC-2 ag	ROMK mod	SRC2 TRFRET art	bIAP inh	bIAP activator
CNC(=O)COC(=O)CCC(=O)c1ccc(Cl)cc1	-0.1	-7	-6	3	0	6	8	-0.0015	1563	1	1
COc1ccc(NC(=O)c2ccc(-c3ccccc3)cc2)cc1S(=O)(=O)N1CCOCC1	0.0	-11	2	3	-9	4	7	0.017	1740	-2	1
O=C(CN1CCC(n2nnc3ccccc32)CC1)NCc1cccs1	2.1	3	-7	5	-3	3	1	·	1704	8	0.9
COc1cccc(NC(=O)c2cccc(C)c2[N+](=O)[O-])c1	1.0	-7	-4	-5	-1	4	3	4.3*	1727	0	1
O=C(COC(=O)CCSc1ccccc1)Nc1ccc(F)cc1Cl	0.6	-8	53*	-1	-6	-1	8	1.2	1763	6	0.9
Cc1ccc(NC(=O)CN2CCCCCC2)cc1Br	-0.6	-8	3	0	-9	1	-1	-0.84	1582	-2	1
Fc1cccc2sc(N3CCOCC3)nc12	2.4	-3	-6	0	7	0	8	·	1501	-3	1
CC(C)OCC1Cn2c(nc3c2c(=O)n(C)c(=O)n3C)O1 (stereo not given)	8.9	-9	-2	-1	-7	-12	-4	-0.12	1442	-3	1
COc1cccc(NC(=O)C2CCC(CNS(=O)(=O)c3cccs3)CC2)c1 (stereo not given)	-0.5	12	20	1	-2	-7	-9	0.066	1421	19	0.8
CCN(c1ccc(OC)cc1)c1ncnc2nc[nH]c12	0.3	·	-4	9	-5	-2	-4	·	1654	-20	1.2
Cc1cc(C)c(-c2csc(NC(=O)COC(=O)c3ccc4c(c3)OCO4)n2)c(C)c1	-0.4	-19	5	-1	-6	-1	-5	0.46	1519	3	1
CCOC(=O)C1=C(C)N=c2s/c(=C/c3ccccc3)c(=O)n2C1c1ccc(OC)c(OC)c1 (stereo not given)	1.6	·	28	-1	-2	2	-2	·	1445	10	0.9
COc1ccc(NC(=O)Cc2c(C)n(C(=O)c3ccc(Cl)cc3)c3ccc(OC)cc23)cc1	0.5	-10	0	2	-22	5	5	·	1432	-51	1.5
COc1ccc(S(=O)(=O)NCCOc2ccccc2)cc1OC	-0.7	6	1	4	-3	3	3	·	1570	9	0.9
COCCNC(=O)c1ccccc1NC(=O)c1ccc(OC)c(OC)c1	-0.4	-5	-3	-2	-7	-6	4	·	1420	-1	1
C#CCOc1c(Cl)cc(/C=N/O)cc1OC	-0.7	-20	9	-2	-13	-6	-6	-1.8	1331	-4	1
Cc1ccc2nc(SCC(=O)Nc3ccccc3N3CCOCC3)c(C#N)cc2c1	1.8	·	-4	5	5	0	2	·	1424	2	1
CCOc1cc(S(=O)(=O)NCc2ccccn2)c(C)cc1C	2.6	5	-14	11	-2	1	8	-0.084	1729	-25	1.2
CC(C)CCNC(=O)CN(C)S(=O)(=O)c1cccc2nsnc12	-0.6	-8	-3	5	6	6	15	-0.5	1695	9	0.9
COc1c(F)c(F)c(C(=O)Nc2c(C)cc(Br)cc2C)c(F)c1F	0.5	6	-2	2	-1	-4	7	·	1572	1	1
O=C(NC(=S)Nc1cc(C(F)(F)F)ccc1N1CCOCC1)c1ccc(-c2cccc(Cl)c2)o1	0.6	-19	-2	2	-12	5	3	·	1540	3	1
CC(NCCO)C(=O)C12CC3CC(CC(C3)C1)C2 (stereo not given)	-1.7	-2	0	-1	2	2	-3	·	1683	-5	1
COc1cccc(C(=O)Nc2ccc(NC(=O)C(C)C)nc2)c1	1.0	8	-1	-6	7	4	3	·	1458	10	0.9
Cc1cc2nnc(SCC(=O)N3CCOCC3)n2c2ccccc12	-1.4	1	0	3	-24	3	5	0.84	1623	-4	1
CCCCc1cc(=O)oc2c(CN(C)C)c(O)c(Cl)cc12	-0.6	·	-5	0	-21	-2	-2	-1.7	1656	-15	1.1

# The final two entries of the part above come first, to join the parts:
molecule	Redox H2O2 prof	S1P3 antag	Lmaj promast	PPARg SRC-3 ag	TLR4 MyD88 comp	PPARg SRC1 recr	PPARg SRC-2 ag	ROMK mod	SRC2 TRFRET art	bIAP inh	bIAP activator
Cc1cc2nnc(SCC(=O)N3CCOCC3)n2c2ccccc12	-1.4	1	0	3	-24	3	5	0.84	1623	-4	1
CCCCc1cc(=O)oc2c(CN(C)C)c(O)c(Cl)cc12	-0.6	·	-5	0	-21	-2	-2	-1.7	1656	-15	1.1
O=C(CSc1ccccc1)NCCSCc1ccccc1	-0.4	-1	-4	1	-9	8	11	·	1610	39	0.6
CC(=O)NC(CCS(C)(=O)=O)C(=O)N1CCc2ccccc21 (stereo not given)	0.9	-9	3	-1	-7	2	0	·	1479	10	0.9
COc1ccc(N2CCN(C(=O)CN(c3ccccc3)S(C)(=O)=O)CC2)cc1	2.4	-1	-1	-1	6	6	1	·	1461	0	1
O=c1oc2ccccc2cc1-c1ccc(O)cc1	0.3	19	-1	0	-1	-3	6	-0.75	1476	-6	1.1
O=C(O)CNc1nc(Cl)ccc1[N+](=O)[O-]	0.8	·	-1	8	1	4	4	·	1706	18	0.8
CC(=O)c1c(C)[nH]c(C(=O)N2CCN(c3ccc(F)cc3)CC2)c1C	1.3	·	-7	-3	1	3	-1	·	1528	3	1
CCCCNC(=S)N(C)/N=C/c1ccc(OCC(=O)Nc2ccc(OC)cc2)c(OC)c1	1.6	-15	-3	-6	3	-1	4	-0.088	1509	5	1
O=C(Nc1ccc2c3c(cccc13)CC2)c1ccco1	-2.0	·	13	-4	3	12	5	-0.49	1581	9	0.9
Cc1sc(NC(=O)Cn2cnnn2)nc1-c1ccc(Cl)cc1	-1.9	-2	11	4	-10	13	7	-1.2	1865	-17	1.2
Cc1ccc2c(COC(=O)C34CC5CC(CC(C5)C3)C4)cc(=O)oc2c1	0.7	-5	-4	-3	12	-4	-2	0.071	1644	0	1
Cc1ccccc1-n1nc(C(=O)c2cccs2)cc(-c2nc3ccccc3[nH]2)c1=N	3.2	·	98*	-3	4	0	-3	·	1402	2	1
CN(C)S(=O)(=O)c1ccc(N2CCOCC2)nc1	1.2	11	-7	-11	-2	7	1	0.08	1492	13	0.9
CCn1nnnc1SCC(=O)N1CCc2ccccc21	0.3	·	-3	7	4	1	3	·	1709	·	·
COc1ccc(O)c(CNn2c(-c3ccc(Br)cc3)nc3ccccc3c2=O)c1	-0.6	-13	35	6	-6	11	8	·	1642	0	1
CCc1nc2ccccc2n1Cc1ccccc1OC	-0.3	6	23	6	-5	5	14	-1.4	1596	0	1
CC(=O)Oc1ccc2c(=O)c(N3C(=O)c4ccccc4C3=O)c(C)oc2c1	-0.1	8	-2	4	-13	5	2	-0.34	1717	-1	1
Cc1[nH]nc2c1C(c1cccs1)C1=C(CCCC1=O)N2 (stereo not given)	0.3	4	8	-1	6	-1	-5	0.077	1589	-6	1.1
COc1ccc(Br)cc1/C=C/C(=O)Nc1ccc(C)cc1	0.3	28	47	1	2	3	7	·	1504	32	0.7
